Source: PubChem BioAssay
Bfl-1 Bim block: inhibitors of Bim binding to Bfl-1, primary screen, biochemical, multiplexed, bead-based flow cytometry; Bcl-2-related protein A1 (Homo sapiens), Q16548; Bim-Bfl-1 binding inhibition; inhibition, % at 10 µM; actives 0.12% (n = 190,000);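 note: 0% = wells without compound plus tracer and 100% = blocker peptide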
Avidin bead fluor: green autofluorescence of compounds with avidin beads – biophysical, 488/530 nm, flow cytometry, artefact control, profiling panel | compound fluorescence 488/530 nm; stronger effect = higher value | fluorescence (KMESF) at 10 µM | actives 0.38% (n = 220,000) | AID 1775, 2009; in the data active = fluorescence above about 47; note: inactives centre near 10
ABCB1 inh: ABCB1 efflux pump inhibitors, primary screen, cell-based, multiplex, flow cytometry, ABCG2 counter-screen; actives 0.067% (n = 190,000); CCRF-Adr cells, JC-1 efflux; AID 1326, 2008; ATP-dependent translocase ABCB1 (Homo sapiens), P08183; inhibition, % at 6.6 µM; in the data active = inhibition above about 40%;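 note: 0% = vehicle and 100% = reference inhibitor; higher value means more JC-1 retained so stronger ABCB1 efflux block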
GSH fluor: compound fluorescence on glutathione beads, profiling panel, artefact control, biophysical, 488/530 nm, flow cytometry | fluorescence (KMESF) at 10 µM | actives 0.25% (n = 190,000) | AID 1776, 2009 | GSH beads flow cytometry, compound fluorescence 488/530 nm; stronger effect = higher value; in the data active = fluorescence above about 89;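 note: glutathione beads carrying GST-tagged Bcl family fusion proteins plus one bare bead set; values are compound well signal with DMSO vehicle wells as background; inactives centre near 16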
Bcl-XL Bim block: inhibitors of Bim-Bcl-XL binding, primary screen, biochemical, multiplexed, bead flow cytometry, human Bcl-XL; Bcl-2-like protein 1 (Homo sapiens), Q07817; Bim peptide-Bcl-XL binding, fluorescence; inhibition, % at 10 µM; actives 0.04% (n = 190,000); AID 1007, 2008
Target sequence (Q07817 whole entry, looked up): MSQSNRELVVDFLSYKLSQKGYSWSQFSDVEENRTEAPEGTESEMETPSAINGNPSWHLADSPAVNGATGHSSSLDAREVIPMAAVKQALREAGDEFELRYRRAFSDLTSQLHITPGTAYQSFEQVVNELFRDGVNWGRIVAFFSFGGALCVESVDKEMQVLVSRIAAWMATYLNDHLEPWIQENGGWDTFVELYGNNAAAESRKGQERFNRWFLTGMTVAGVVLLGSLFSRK
RGS7-Gao: RGS7-Galphao binding modulators, primary screen, biochemical, multiplexed bead flow cytometry; Guanine nucleotide-binding protein G(o) subunit alpha (Homo sapiens), P09471; actives lie on both sides; binding response (% of control), % at 10 µM; actives 0.35% (n = 220,000); AID 1439, 2008; in the data active = binding response below about 49% or above about 150%; inconclusive = no clear call, values can overlap the other calls; inactive = in between;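 note: fluorescent Galphao held in activated GDP-AlF4 state binding bead-coupled RGS7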
Target sequence (P09471 whole entry, looked up): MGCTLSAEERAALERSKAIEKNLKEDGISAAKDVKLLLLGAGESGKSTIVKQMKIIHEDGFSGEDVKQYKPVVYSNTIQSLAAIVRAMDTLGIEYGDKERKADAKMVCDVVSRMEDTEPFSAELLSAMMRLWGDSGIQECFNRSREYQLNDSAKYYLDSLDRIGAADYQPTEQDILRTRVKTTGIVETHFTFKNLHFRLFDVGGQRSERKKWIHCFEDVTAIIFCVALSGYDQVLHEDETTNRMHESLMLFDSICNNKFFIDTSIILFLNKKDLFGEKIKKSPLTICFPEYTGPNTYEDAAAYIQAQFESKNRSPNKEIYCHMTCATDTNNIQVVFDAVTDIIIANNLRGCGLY
Bim-Bcl-B: inhibitors of Bim-Bcl-B binding, primary screen, biochemical, multiplexed, human Bcl-2 family; Bcl-2-like protein 10 (Homo sapiens), Q9HD36; inhibition, % at 10 µM; actives 0.073% (n = 190,000); bead-based flow cytometry, Bim peptide-Bcl-B binding;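 note: 0% = tracer peptide without compound and 100% = reference inhibitor peptide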
Target sequence (Q9HD36 whole entry, looked up): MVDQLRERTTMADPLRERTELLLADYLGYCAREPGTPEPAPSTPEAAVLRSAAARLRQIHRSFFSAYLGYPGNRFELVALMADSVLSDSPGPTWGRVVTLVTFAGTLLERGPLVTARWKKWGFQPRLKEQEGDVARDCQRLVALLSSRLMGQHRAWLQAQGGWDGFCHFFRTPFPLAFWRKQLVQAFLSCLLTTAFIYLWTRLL
Bim-Bcl-2: inhibitors of Bim-Bcl-2 binding, primary screen, biochemical, multiplexed, human Bcl-2 family; inhibition, % at 10 µM; Apoptosis regulator Bcl-2 (Homo sapiens), P10415; Bead-based flow cytometry, Bim peptide-Bcl-2 binding; AID 950, 2007; actives 0.06% (n = 190,000); in the data active = inhibition above about 40%; inconclusive = no clear call, values can overlap the other calls;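 note: 0% = no compound wells with probe peptide and 100% = reference peptide inhibitor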
Target sequence (P10415 whole entry, looked up): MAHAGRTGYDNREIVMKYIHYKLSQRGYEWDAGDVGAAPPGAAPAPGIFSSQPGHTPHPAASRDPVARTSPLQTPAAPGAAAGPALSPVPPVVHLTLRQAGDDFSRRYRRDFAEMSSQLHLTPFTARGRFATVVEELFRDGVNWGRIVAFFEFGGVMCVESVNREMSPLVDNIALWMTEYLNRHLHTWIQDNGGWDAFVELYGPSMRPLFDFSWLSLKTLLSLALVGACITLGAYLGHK
RGS4-Gao reg: modulators of RGS4 binding to Galphao, primary screen, biochemical, multiplexed bead flow cytometry. binding response (% of control), % at 10 µM. actives lie on both sides. AID 1415, 2008. actives 0.33% (n = 220,000). Guanine nucleotide-binding protein G(o) subunit alpha (Homo sapiens), P09471; in the data active = binding response below about 49% or above about 150%; inactive = in between;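 note: fluorescent Galphao activated with aluminum fluoride binding bead-coupled RGS4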
ABCG2 block: ABCG2 efflux pump inhibitors, primary screen, multiplex with ABCB1, IgMXP3 cells, flow cytometry; JC-1 efflux; inhibition, % at 6.6 µM; actives 0.1% (n = 190,000); AID 1325, 2008;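 active = inhibition above 80%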;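 note: 0% = DMSO and 100% = nicardipine control wells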
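Test system: IgMXP3 cells (ABCG2) mixed with DDAO far-red-labelled CCRF-Adr cells (ABCB1). Reagent: JC-1 transporter substrate. Compound dosing: single test compound dose, 6.6 µM final. Times: 10 min compound exposure, 25 °C. Detection: flow cytometry of retained JC-1 fluorescence. Read-out basis: efflux inhibition in percent versus controls. Controls: nicardipine and DMSO wells.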
Bim-Bcl-W: inhibitors of Bim binding to Bcl-W, primary screen, biochemical, multiplexed, bead-based flow cytometry. Bim peptide-Bcl-W binding. inhibition, % at 10 µM. actives 0.02% (n = 190,000);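 note: 0% = bound tracer without compound and 100% = peptide blocker; higher means less fluorescent Bim peptide bound to Bcl-W beads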
Numbers without * were called inactive; u = inconclusive. Cut-off read from the data, not from the text of the source, unless noted: active = inhibition above about 40%. Rows are unselected; 1.3% or so of the library scored in one or more.

SMILES	Bfl-1 Bim block	Avidin bead fluor	ABCB1 inh	GSH fluor	Bcl-XL Bim block	RGS7-Gao	Bim-Bcl-B	Bim-Bcl-2	RGS4-Gao reg	ABCG2 block	Bim-Bcl-W
COc1cc(NS(=O)(=O)c2ccc(Br)s2)cc(OC)c1	-10.0	11	0.0	26	-4.0	104.4	-7.0	-8.0	101.7	2.0	0.0
Cc1ccc(NC(=O)CN(C)C(=O)COc2ccc(C(=O)c3ccc(F)cc3)cc2)cc1	-1.0	3	2.6	10	-5.0	113.4	-5.0	-1.0	116.0	26.2	-4.0
Cc1ccccc1Nc1nccc(N(C)C)c1C#N	4.0	10	0.5	11	0.0	95.8	0.0	-1.0	101.6	6.9	0.0
Cc1ccc(S(=O)(=O)N2CCCC2C(=O)Nn2cnnc2)cc1 (stereo unspecified)	-6.0	10	0.0	25	0.0	103.0	-2.0	-5.0	101.1	0.2	-2.0
O=C(O)CC1S/C(=N/N=C/c2ccc(-c3ccccc3[N+](=O)[O-])o2)NC1=O (stereo unspecified)	-1.0	10	0.5	53	1.0	100.4	-3.0	0.0	106.7	0.9	2.0
COc1ccc(N2CC(C(=O)NCc3ccccc3)CC2=O)cc1 (stereo unspecified)	-10.0	32	-0.1	24	-2.0	96.1	-4.0	-6.0	101.3	4.1	2.0
COc1ccc(/C=C/C(=O)NC(=S)Nc2ccc(S(=O)(=O)Nc3nccnc3OC)cc2)cc1	-1.0	10	-0.9	11	-2.0	98.3	0.0	-4.0	101.3	-4.0	-1.0
O=C(Cc1csc(-c2ccccc2)n1)NCc1ccco1	-1.0	24	0.8	28	0.0	103.9	0.0	0.0	103.9	4.2	2.0
Cc1cc(C)cc(NC(=S)N(CCN2CCCCC2)Cc2ccco2)c1	-2.0	9	0.2	20	-1.0	89.7	-5.0	-2.0	97.0	2.8	-1.0
CC(=O)c1sc2nc(-c3cccs3)ccc2c1N	-12.0	12	-1.4	32	-9.0	103.3	-19.0	-8.0	103.3	-5.5	-2.0
CCCCOc1ncnc2c1[nH]c1ccc(OC)cc12	-2.0	24	0.6	18	0.0	100.1	0.0	-3.0	101.1	1.7	-2.0
Cc1ccc2nc3sc(C(=O)Nc4c(C)[nH]c(=O)[nH]c4=O)c(N)c3cc2c1	-3.0	22	-1.9	9	-3.0	103.2	-10.0	-2.0	98.4	-15.0	-4.0
Cn1cnnc1SC(C(=O)Nc1cccc(C(F)(F)F)c1)c1ccccc1 (stereo unspecified)	-8.0	8	0.6	12	0.0	102.9	-4.0	-11.0	101.5	6.3	2.0
Cc1ccc(-c2nn(CCC(=O)NCC3CCCO3)c(=O)c3ccccc23)cc1 (stereo unspecified)	-4.0	12	0.9	24	-1.0	99.0	-5.0	-4.0	101.8	4.6	-2.0
CCCn1c(=O)c2c(c3ccccc31)OCC(=O)N2	-11.0	16	0.4	24	-2.0	100.0	-8.0	-5.0	100.7	2.6	-1.0
COc1cc(S(=O)(=O)N2CCOCC2)cc(C(=O)c2nccn2C)c1OC	-10.0	4	-0.1	28	0.0	101.4	-6.0	-4.0	102.7	-0.8	0.0
COc1ccc([N+](=O)[O-])cc1NC(=O)c1cncc(Br)c1	-6.0	8	0.7	17	-1.0	u	-1.0	-1.0	92.8	33.2	-1.0
COC(=O)Nc1nnc(SCc2ccc(C)cc2)s1	0.0	25	0.5	20	-4.0	106.1	-2.0	-7.0	104.5	1.1	-2.0
Cc1ccc(N2CC(C(=O)N3CCc4ccccc43)CC2=O)cc1 (stereo unspecified)	-8.0	8	0.7	10	0.0	104.2	-3.0	-8.0	103.0	0.9	4.0
CN(Cc1ccccc1)C(=O)c1cccc(NC(=O)c2ccco2)c1	-2.0	9	1.4	22	-7.0	101.1	-8.0	-4.0	100.3	5.5	-7.0
CCSC1=C(C#N)C(=O)n2c1cc1c2CCCC1	-5.0	6	0.5	78	-16.0	94.1	-6.0	0.0	93.4	3.7	0.0
O=C(Cc1ccccc1)N1CCC(c2nc3ccccc3[nH]2)CC1	-2.0	14	1.7	23	1.0	105.6	2.0	2.0	103.1	5.2	0.0
Cc1ccc(C)c(OCC(=O)Nc2ccc3c(c2)OCO3)c1C	-10.0	8	0.1	47	-6.0	90.8	-9.0	-10.0	88.4	10.6	1.0
COc1ccc(C=O)cc1COc1ccc(Cl)cc1[N+](=O)[O-]	-7.0	19	1.4	15	-1.0	102.0	-9.0	-6.0	102.0	15.7	0.0
CN(Cc1nccn1C)C(=O)CC1C(=O)NCCN1CC(c1ccccc1)c1ccccc1 (stereo unspecified)	-14.0	9	0.0	54	-3.0	104.7	-2.0	-6.0	104.0	-0.2	-3.0
COCc1nnc(NS(=O)(=O)c2ccccc2)s1	-14.0	13	0.5	30	-9.0	111.1	-14.0	-12.0	107.5	0.8	0.0
C=CCn1c(N)cc(=O)nc1SCC(=O)Nc1ccccc1C(N)=O	-2.0	10	0.3	17	1.0	101.7	0.0	0.0	99.9	0.1	0.0
COc1ccc2c(C)cc(SCC(=O)Nc3ccc(Cl)cn3)nc2c1	-9.0	10	0.1	9	-3.0	97.9	-5.0	-1.0	100.4	3.5	-1.0
c1ccc(-c2csc3ncn4cnnc4c23)cc1	0.0	15	0.6	10	-3.0	94.5	0.0	2.0	95.8	7.7	-4.0
O=C(O/N=C1\CCCc2ccccc21)c1cccs1	-3.0	11	0.1	12	-2.0	95.0	-3.0	0.0	98.4	0.2	1.0

Compound profiles (already shown). Order of screens: Bfl-1 Bim block, Avidin bead fluor, ABCB1 inh, GSH fluor, Bcl-XL Bim block, RGS7-Gao, Bim-Bcl-B, Bim-Bcl-2, RGS4-Gao reg, ABCG2 block, Bim-Bcl-W
`COc1cc(S(=O)(=O)N2CCOCC2)cc(C(=O)c2nccn2C)c1OC` is listed with -10.0, 4, -0.1, 28, 0.0, 101.4, -6.0, -4.0, 102.7, -0.8, 0.0
`Cc1ccc(N2CC(C(=O)N3CCc4ccccc43)CC2=O)cc1` (stereo unspecified) is listed with -8.0, 8, 0.7, 10, 0.0, 104.2, -3.0, -8.0, 103.0, 0.9, 4.0
`Cc1ccc(-c2nn(CCC(=O)NCC3CCCO3)c(=O)c3ccccc23)cc1` (stereo unspecified) is listed with -4.0, 12, 0.9, 24, -1.0, 99.0, -5.0, -4.0, 101.8, 4.6, -2.0

Continued:
SMILES	Bfl-1 Bim block	Avidin bead fluor	ABCB1 inh	GSH fluor	Bcl-XL Bim block	RGS7-Gao	Bim-Bcl-B	Bim-Bcl-2	RGS4-Gao reg	ABCG2 block	Bim-Bcl-W
S=c1[nH]nc(-c2ccccn2)n1/N=C/c1cccs1	-13.0	11	-0.3	12	-10.0	97.5	-34.0	-4.0	99.2	-1.3	-4.0
COc1ccc(CN2CCN(C(=O)c3cc(-c4cccnc4)nc4ccc(Cl)cc34)CC2)c(OC)c1OC	9.0	9	3.0	15	3.0	u	6.0	15.0	102.1	4.7	2.0
Cc1cc(C)c(C)c(C(=O)CSc2nnc(C)c(=O)[nH]2)c1C	-10.0	7	-4.7	29	4.0	112.2	-5.0	-3.0	112.1	-6.6	-1.0
CC(C)[C@H](NC(N)=O)C(=O)Nc1ccc(OCc2ccccc2)cc1	-10.0	25	-0.1	11	-3.0	103.0	-2.0	-4.0	102.5	0.3	-2.0
Cc1ccc([N+](=O)[O-])cc1NC1OC(CO)C(O)C1O (stereo unspecified)	-13.0	13	0.1	39	-7.0	104.2	-10.0	-7.0	100.9	0.3	0.0
CCOc1cc(/C=N/NC(=S)Nc2ccccc2C(F)(F)F)ccc1OCC(=O)N1CCOCC1	-1.0	12	-6.0	21	-7.0	103.6	-9.0	-5.0	100.5	-17.6	-4.0
CN1CCN(C(=O)C2CCN(S(=O)(=O)c3ccc4c(c3)oc(=O)n4C)CC2)CC1	-12.0	8	0.0	13	-3.0	104.2	-7.0	-10.0	103.2	0.9	-1.0
COc1ccc(OC)c(CNC(=O)Cc2c(C(=O)O)[nH]c3ccc(Cl)cc23)c1	-3.0	9	-0.6	15	-3.0	93.1	-2.0	0.0	93.0	-2.7	-1.0
COC(=O)COc1ccc(-c2nn(C)c(=O)c3ccccc23)cc1	-10.0	6	0.5	42	-5.0	104.0	-7.0	-6.0	106.7	4.1	2.0
CCOC(=O)C1(CCCc2ccccc2)CCN(Cc2cn(CC)nc2C)CC1	-6.0	11	3.8	18	0.0	110.5	-5.0	-2.0	105.3	1.9	-1.0
COc1ccc(-c2nc3cc([N+](=O)[O-])ccc3o2)cc1OC	-9.0	11	1.3	14	-6.0	93.3	-6.0	-3.0	95.6	16.4	-2.0
Nc1nonc1C(=O)N/N=C/c1ccc(-c2cccc(C(=O)O)c2)o1	-2.0	9	-0.2	22	0.0	98.3	-1.0	1.0	98.3	0.2	1.0
CCOC(=O)c1c(NC(=O)CN2CCCCC2)sc(C)c1C	-3.0	9	0.9	15	-4.0	79.0	-1.0	0.0	88.8	31.6	0.0
c1ccc(OCCCCN2CCOCC2)cc1	-9.0	11	-0.3	33	-5.0	100.8	-7.0	-8.0	100.2	-1.6	0.0
CCOc1ccc(-n2c(C)nc3cc(C(=O)NCc4ccco4)ccc32)cc1	0.0	27	1.2	17	1.0	103.2	0.0	1.0	107.4	3.8	-1.0
CCOC(=O)CN1CCS(=O)(=O)CC1	-4.0	9	0.5	15	-1.0	u	0.0	-3.0	99.0	4.8	-1.0
COC(=O)c1nn(C23CC4CC(CC(C4)C2)C3)c2c1C(=O)N(c1ccc(Br)cc1)C2=O	-3.0	30	-0.1	16	-2.0	101.9	-4.0	-6.0	101.6	0.4	-4.0
COc1ccc(CC2(CO)CCN(C/C=C/c3ccccc3OC)CC2)cc1	-5.0	14	0.9	12	-3.0	103.4	-2.0	-2.0	102.4	-0.1	0.0
O=C(Nc1nc(-c2ccccc2)cs1)C1CCCCN1S(=O)(=O)c1ccccc1 (stereo unspecified)	-15.0	26	2.7	22	-8.0	104.1	-13.0	-9.0	102.0	20.1	1.0
COC(=O)C1=C(C)N(c2ccc(Cl)cc2)/C(=C/c2cccs2)C1=O	-7.0	7	2.8	11	3.0	98.1	1.0	-4.0	99.6	14.6	1.0
COc1ccc2ccccc2c1/C=N/NC(=O)c1cccc(Br)c1	1.0	2	-0.3	7	1.0	100.5	-4.0	1.0	99.4	-4.5	0.0
CC(=O)CC1=NC(C)(C)Cc2ccccc21	-4.0	2	0.3	14	-3.0	24.0*	-2.0	1.0	28.6*	1.2	-1.0
O=C(N/N=C/c1ccccc1[N+](=O)[O-])C(=O)N1CCCC1	-7.0	9	0.5	24	-1.0	100.4	-5.0	-1.0	100.5	2.0	-1.0
